LRH-1 inv ag: inverse agonists of human LRH-1 (NR5A2); HEK293T StAR-luciferase reporter, LRH-1 transfected, 24 h; O00482; hit rate 0.13% among 360,000; AID 602396; inhibition, % at 3.6 µM;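 active means inhibition above the mean inhibition of all tested compounds plus 3 SD, cut at about 73% in these data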;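 further: 0% = DMSO wells and 100% = reporter-only cells lacking LRH-1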
SRC1 inh: inhibits human SRC1 coactivator; Q15788; HEK293 GAL4-SRC1 luciferase reporter, luminescence; inhibition, % at 3.6 µM; hit rate 0.12% among 360,000;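 active means inhibition above the campaign mean plus 3 SD, with each screening campaign given its own cutoff, cut at about 60% in these data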;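 further: 0% = DMSO treated cells and 100% = gossypol at 36 µM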
MC4R barr agon: activates human MC4R beta-arrestin recruitment. P32245. U2OS MC4R beta-arrestin complementation, luminescence; percent of melanotan II response, DMSO zero. activation, % at 8.9 µM. hit rate 0.98% among 360,000;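 active means activation above a per-plate cutoff, the mean activation of sample wells on that plate plus 3 SD, cut at about 8% in these data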
ABHD5 PLIN5 PPI: blocks binding of human ABHD5 to perilipin-5 | inhibition, % at 4 µM | Split G. princeps luciferase complementation, luminescence, 4 h | AID 602281 | Q00G26+Q8WTS1 | hit rate 0.78% among 360,000;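 active means inhibition above the mean inhibition across every tested compound plus 3 SD, cut at about 22% in these data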;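 further: 0% = DMSO only wells and the 100% control is not disclosed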
NCOA3 inh: inhibitors of human steroid receptor coactivator 3 (SRC3); Q9Y6Q9; HEK293 GAL4-SRC3 luciferase reporter, luminescence; inhibition, % at 3.6 µM; hit rate 0.17% among 360,000;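 active means inhibition above a per-campaign cutoff, the mean of all compounds plus 3 SD, cut at about 60% in these data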;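 further: 0% = DMSO-treated cells and 100% = gossypol-treated cells at 36 µM; higher means less SRC3-driven luciferase light from the GAL4 reporter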
COUP-TFII inh: blocks human COUP-TFII nuclear receptor. P24468. HEK293T NGFI-A luciferase reporter, luminescence. inhibition, % at 8.6 µM. hit rate 0.7% among 370,000. AID 686940;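 active means inhibition above a per-plate cutoff, mean inhibition of test wells between control levels plus 3 SD, cut at about 38% in these data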;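 further: cells cotransfected with COUP-TFII expression vector driving the NGFI-A reporter; 0% = median of COUP-TF2 test wells and 100% = reporter-only cells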
SRC2 inh: inhibits human steroid receptor coactivator 2 | hit rate 0.17% among 370,000 | AID 651957 | inhibition, % at 9 µM | Q15596 | HEK293 GAL4-SRC2 luciferase reporter, luminescence;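 active means inhibition above the mean inhibition of all tested compounds plus 3 SD, set per campaign, cut at about 52% in these data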;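 further: 0% = DMSO treated cells and 100% = cells given Gossypol at 36 µM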
Target sequence (Q15596 whole entry, looked up, the tested form may be a part): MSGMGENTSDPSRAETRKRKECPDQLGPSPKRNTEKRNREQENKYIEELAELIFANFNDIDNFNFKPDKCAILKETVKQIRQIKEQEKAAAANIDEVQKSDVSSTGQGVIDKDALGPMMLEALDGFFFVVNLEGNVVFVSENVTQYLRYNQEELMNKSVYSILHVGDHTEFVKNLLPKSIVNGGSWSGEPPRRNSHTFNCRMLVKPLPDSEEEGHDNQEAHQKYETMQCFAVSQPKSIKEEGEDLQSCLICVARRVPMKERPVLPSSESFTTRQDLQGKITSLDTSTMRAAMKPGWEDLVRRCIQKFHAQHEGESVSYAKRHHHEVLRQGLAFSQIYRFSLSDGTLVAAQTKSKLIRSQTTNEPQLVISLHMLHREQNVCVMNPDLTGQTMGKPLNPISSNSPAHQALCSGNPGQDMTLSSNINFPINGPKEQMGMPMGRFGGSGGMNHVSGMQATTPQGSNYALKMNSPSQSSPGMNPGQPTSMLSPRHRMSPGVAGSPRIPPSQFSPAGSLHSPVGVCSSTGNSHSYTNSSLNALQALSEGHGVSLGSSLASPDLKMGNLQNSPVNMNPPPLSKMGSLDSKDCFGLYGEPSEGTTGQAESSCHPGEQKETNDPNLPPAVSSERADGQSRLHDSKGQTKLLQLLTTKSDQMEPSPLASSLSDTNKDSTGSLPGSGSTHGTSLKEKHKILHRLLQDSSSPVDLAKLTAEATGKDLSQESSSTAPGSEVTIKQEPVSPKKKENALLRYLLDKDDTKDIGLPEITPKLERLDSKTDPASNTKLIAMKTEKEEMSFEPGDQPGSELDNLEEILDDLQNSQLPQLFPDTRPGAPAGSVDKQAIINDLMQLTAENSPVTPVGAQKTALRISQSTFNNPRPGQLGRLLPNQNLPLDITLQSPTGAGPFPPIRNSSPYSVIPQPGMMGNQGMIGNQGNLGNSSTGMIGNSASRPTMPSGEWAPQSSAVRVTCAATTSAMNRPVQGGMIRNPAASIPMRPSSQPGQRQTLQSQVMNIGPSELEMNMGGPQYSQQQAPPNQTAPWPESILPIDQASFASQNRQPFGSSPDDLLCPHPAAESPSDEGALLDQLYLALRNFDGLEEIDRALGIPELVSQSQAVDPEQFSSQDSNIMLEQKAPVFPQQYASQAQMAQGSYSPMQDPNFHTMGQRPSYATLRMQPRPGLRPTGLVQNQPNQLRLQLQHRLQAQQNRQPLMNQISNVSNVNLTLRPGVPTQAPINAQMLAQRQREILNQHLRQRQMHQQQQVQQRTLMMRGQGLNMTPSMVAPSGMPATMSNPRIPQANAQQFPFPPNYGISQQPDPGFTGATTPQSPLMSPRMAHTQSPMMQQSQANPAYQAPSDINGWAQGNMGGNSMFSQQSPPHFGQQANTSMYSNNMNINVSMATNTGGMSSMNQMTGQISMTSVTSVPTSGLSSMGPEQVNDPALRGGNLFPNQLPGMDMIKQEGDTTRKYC
TLR9-MyD88 inh: TLR9-MyD88 interaction inhibition | Q9NR96+Q99836 | inhibition, % at 4.98 µM | CHO BLA complementation TLR9-MyD88, CCF4 FRET ratio | AID 504734 | hit rate 0.21% among 340,000;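 active means inhibition above the mean over all tested compounds plus 3 SD, cut at about 21% in these data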;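 further: 0% = DMSO only wells and 100% = clavulanate BLA inhibitor control wells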
NOD2-RIPK2 inh: NOD2-RIPK2 protein interaction inhibition; O43353; hit rate 0.38% among 360,000; inhibition, % at 4.98 µM; CHO BLA complementation NOD2-RIPK2, CCF4 ratio; AID 624267; in the data active means inhibition above about 21%;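 further: 0% = vehicle only and 100% = reference blocker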
LMP1 NFkB inh: inhibitors of Epstein-Barr LMP1-induced NF-kappaB reporter; LMP1-induced NF-kappaB luciferase reporter cells, luminescence; inhibition, % at 12.5 µM; hit rate 0.69% among 350,000; AID 504558; in the data active means inhibition above about 41%;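 further: 0% = neutral control wells and 100% = reference inhibitor control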
MC4R antag cAMP: antagonists of human melanocortin 4 receptor (MC4R); AID 540295; hit rate 0.48% among 360,000; inhibition, % at 6.5 µM; P32245; MC4R-expressing cells, MTII-stimulated cAMP, LANCE TR-FRET;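 active means inhibition above its plate's cutoff, the mean of tested wells on that plate plus 3 SD, cut at about 29% in these data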;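 further: 0% = Melanotan II alone and 100% = Melanotan II plus saturating MCL0020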
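Assay system: human MC4R-expressing U2OS cells; reagent: Melanotan II stimulation of cells; dosing: 6.5 µM single dose; timing: compound 30 min, challenge 1 h, detection 1 h; signal: TR-FRET cAMP assay; replicates: one well per compound, no replicates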
* = called active by the depositor; / = no result given; & = joins results of further samples.

SMILES	LRH-1 inv ag	SRC1 inh	MC4R barr agon	ABHD5 PLIN5 PPI	NCOA3 inh	COUP-TFII inh	SRC2 inh	TLR9-MyD88 inh	NOD2-RIPK2 inh	LMP1 NFkB inh	MC4R antag cAMP
CC(C)(C)OC(=O)NNC(=S)NC1CCCCC1	3	4	1.1	4	18	8	-28	-7	-5	-6	-1
N=C1C(c2nc3ccccc3s2)=C(O)CN1C1CCCCC1	-43	-34	-2.1	1	-50	-23	-26	1	-3	0	14
COc1ccccc1OCC(O)CN1CCN(C(=O)c2ccccc2)CC1 (stereo unspecified)	6	1	-2.5	-5	-9	-10	12	2	5	-14	18
Cc1cccc(Nc2ncnc3c2cnn3Cc2ccccc2)c1	25	-31	-1.6	-2	-1	0	16	5	-10	3	5
Cn1cnc([N+](=O)[O-])c1Nc1ccc(O)cc1	8	-7	0.8	3	-12	4	-2	-1	-2	0	3
COc1ccc(OC)c(NC(=O)c2ccc3c(c2)OCO3)c1	-8	-15	0.5	-2	-17	-4	-29	-3	6	-2	1
O=C(COC(=O)/C=C/c1ccccc1)NCc1ccc(Cl)cc1	-12	1	3.0	2	8	11	2	-12	-5	4	18
C#CCOCCOCCOCCNc1nc(N2CCN(C(=O)[C@H](C(C)C)n3cc(CCO)nn3)CC2)nc(N2CCN(C(=O)[C@H]([C@@H](C)CC)n3cc(CCCCN)nn3)CC2)n1	-16	4	-0.1	11	8	-2	-25	9	-5	-14	7
Nc1cc(S(=O)(=O)Nc2cc(Cl)ccc2Cl)ccc1N1CCCC1	-3	4	-1.1	-3	21	11	20	-6	-102	-2	20
CCOC(=O)C1=C(N)Oc2cc(O)ccc2C1c1cccc(Cl)c1 (stereo unspecified)	-1	1	1.6	5	-10	7	-22	-7	-10	-22	-8
COc1ccc(CN(C)CC(=O)Nc2ccccc2C(=O)NC2CC2)cc1OC	10	-46	-1.5	-5	10	12	4	7	-10	5	2
O=C(OCc1nc2ccccc2s1)C1CCN(S(=O)(=O)c2cccs2)CC1	-36	-51	-1.1	-1	-84	-14	-27	2	-1	-19	4
COc1ccc(/C=C/C(=O)N(C)Cc2cccs2)cc1S(=O)(=O)N1CCOCC1	-2	-7	-2.2	0	11	17	8	-3	-4	0	13
COc1ccc(-c2c(-c3ccccc3)c(C(=O)C(=O)NCCCN(C)C)n3ccc4cc(OC)c(OC)cc4c23)cc1OC	43	-23	-0.9	9	0	-4	-39	5	4	-2	9
Cc1cc(C(=O)OCC(=O)c2c(N)n(C)c(=O)n(C)c2=O)c(C)o1	2	12	-0.7	-3	-5	1	15	3	-11	20	13
CCOC(=O)C1=CN(Cc2ccco2)S(=O)(=O)NC1c1ccc(F)c(Cl)c1 (stereo unspecified)	-15	0	0.6	6	15	7	7	1	1	-7	10
COc1cc(OC)cc(-n2nnnc2SCC(=O)Nc2nc3c(s2)CCCC3)c1	-18	-4	1.8	-2	-1	-5	-5	11	-3	0	0
O=C(NCC1CCCO1)c1cc2ccccc2oc1=O (stereo unspecified)	-29	-58	-0.9	0	-12	-1	-48	3	-9	-7	8
Nc1nc2ccc(S(=O)(=O)c3ccc4nc(N)sc4c3)cc2s1	-5	-3	-0.6	4	8	7	-1	0	-5	-8	13
COc1ccc(Cc2c(-c3ccccc3)nc3c4ccccc4ccn23)c(C)c1	-28	-19	/	-6	-11	-31	-1	/	4	/	/

An excerpt from above in order of formula weight, descending:
SMILES	LRH-1 inv ag	SRC1 inh	MC4R barr agon	ABHD5 PLIN5 PPI	NCOA3 inh	COUP-TFII inh	SRC2 inh	TLR9-MyD88 inh	NOD2-RIPK2 inh	LMP1 NFkB inh	MC4R antag cAMP
C#CCOCCOCCOCCNc1nc(N2CCN(C(=O)[C@H](C(C)C)n3cc(CCO)nn3)CC2)nc(N2CCN(C(=O)[C@H]([C@@H](C)CC)n3cc(CCCCN)nn3)CC2)n1	-16	4	-0.1	11	8	-2	-25	9	-5	-14	7
COc1ccc(-c2c(-c3ccccc3)c(C(=O)C(=O)NCCCN(C)C)n3ccc4cc(OC)c(OC)cc4c23)cc1OC	43	-23	-0.9	9	0	-4	-39	5	4	-2	9
COc1ccc(/C=C/C(=O)N(C)Cc2cccs2)cc1S(=O)(=O)N1CCOCC1	-2	-7	-2.2	0	11	17	8	-3	-4	0	13
COc1cc(OC)cc(-n2nnnc2SCC(=O)Nc2nc3c(s2)CCCC3)c1	-18	-4	1.8	-2	-1	-5	-5	11	-3	0	0
CCOC(=O)C1=CN(Cc2ccco2)S(=O)(=O)NC1c1ccc(F)c(Cl)c1 (stereo unspecified)	-15	0	0.6	6	15	7	7	1	1	-7	10
Nc1cc(S(=O)(=O)Nc2cc(Cl)ccc2Cl)ccc1N1CCCC1	-3	4	-1.1	-3	21	11	20	-6	-102	-2	20
COc1ccc(Cc2c(-c3ccccc3)nc3c4ccccc4ccn23)c(C)c1	-28	-19	/	-6	-11	-31	-1	/	4	/	/
Nc1nc2ccc(S(=O)(=O)c3ccc4nc(N)sc4c3)cc2s1	-5	-3	-0.6	4	8	7	-1	0	-5	-8	13
CCOC(=O)C1=C(N)Oc2cc(O)ccc2C1c1cccc(Cl)c1 (stereo unspecified)	-1	1	1.6	5	-10	7	-22	-7	-10	-22	-8
Cc1cc(C(=O)OCC(=O)c2c(N)n(C)c(=O)n(C)c2=O)c(C)o1	2	12	-0.7	-3	-5	1	15	3	-11	20	13
O=C(COC(=O)/C=C/c1ccccc1)NCc1ccc(Cl)cc1	-12	1	3.0	2	8	11	2	-12	-5	4	18

Following part:
SMILES	LRH-1 inv ag	SRC1 inh	MC4R barr agon	ABHD5 PLIN5 PPI	NCOA3 inh	COUP-TFII inh	SRC2 inh	TLR9-MyD88 inh	NOD2-RIPK2 inh	LMP1 NFkB inh	MC4R antag cAMP
O=C(O)c1ncc(Cl)c(Cl)c1Cl	10&-9	-1&-6	-1.8&0.0	2&1	6&10	6&-8	5&-10	-3&-3	4&-12	1&-5	12&0
Cn1c(N)c(S(=O)(=O)N2CCN(Cc3ccccc3)CC2)c(=O)n(C)c1=O	19	21	-1.8	6	12	-4	10	-5	-3	-3	11
CCN(c1ccccc1)S(=O)(=O)c1ccc(OCC(=O)Nc2cc(C)on2)cc1	12	2	-1.8	-1	-6	2	-20	-1	-4	-12	3
Cc1ccc(CNC(=O)[C@H]2C[C@@H]2[C@H](NP(=O)(c2ccccc2)c2ccccc2)c2ccccc2)o1	-9	5	-0.2	7	-4	11	-11	-1	8	-4	18
COC(=O)CC1C(=O)NCCN1C(=O)Nc1ccccc1 (stereo unspecified)	6	-26	0.7	1	14	24	0	7	1	-12	5
O=C(COC(=O)c1ccc(Br)cc1)NCCc1ccccc1	5	0	2.1	-4	12	0	15	0	2	-10	14
C=CCNc1nc2c(c(=O)n(C)c(=O)n2C)n1CC(=C)C	11	7	0.1	6	-21	16	14	0	-6	0	6
COc1cc(F)ccc1-c1cc(C(=O)NCc2cc(C(F)(F)F)cc(C(F)(F)F)c2)[nH]n1	18	1	4.9	2	2	-6	1	/	-16	/	5
Cc1cccc(CNC(=O)c2sc(=O)n(Cc3c(C)cccc3C)c2C)c1	8	12	0.6	-1	2	11	-30	/	4	/	-2
CCc1sc(C(=O)Nc2cc(S(=O)(=O)N3CCOCC3)ccc2OC)cc1C	8	3	0.9	0	9	14	24	1	-16	5	-5
COc1ccc(/C=C2/NC(=O)N(CC(=O)Nc3cccc(C)c3)C2=O)cc1O	-11	-38	-1.8	0	-13	7	4	-9	-2	-1	8
C=CCN(C(=O)c1cc(C)cc(C)c1)C1(C(=O)Nc2ccccc2)CCN(C(C)C)CC1	18	-33	-1.5	2	2	-4	-10	6	-5	-10	0
C=C(Cl)COC(=O)C1C2C=CC(C2)C1C(=O)O (stereo unspecified)	-8	-1	-1.4	-2	10	2	-4	-6	-2	11	-1
CS(=O)(=O)N1CCN(C(=O)c2ccc(-c3ccccc3)cc2)CC1	4	-5	-2.5	-1	9	13	-4	-9	-5	9	8
O=S(=O)(Nc1ccc(-c2ccc3nncn3n2)cc1)c1ccccc1F	9	-3	-2.5	3	-2	-15	-32	-12	1	1	13
Cc1nc(-c2cccnc2)sc1C(=O)N/N=C/c1ccccc1Cl	-3	6	11*	-3	6	-5	-11	/	-8	-1	-7
Fc1ccc(Cn2nnnc2C(c2cccs2)N2CCN(C3CCCCC3)CC2)cc1 (stereo unspecified)	3	-3	-0.1	1	13	0	-42	-9	-10	-1	8
Cc1ccccc1-n1nnnc1SCC(=O)Nc1ccc(N2CCN(C)CC2)cc1	17	9	-1.1	-5	-3	1	9	-20	2	3	11
CCCCn1c(N)c(N(CCOC)C(=O)C2CCN(S(=O)(=O)c3ccc(C)c(C)c3)CC2)c(=O)[nH]c1=O	20	-13	-2.4	-3	-4	-8	12	3	9	8	-1
Cc1cccc(NC(=S)NCCSc2ccc(Cl)cc2)c1	7	3	0.7	-14	-9	18	-6	10	11	-2	2
COc1ccc(-c2cc(C(F)(F)F)n3ncc(C(=O)NCC4CCCO4)c3n2)cc1OC (stereo unspecified)	22	8	2.6	4	13	0	-15	-7	-2	17	6
CC(C)c1ccc(CC(C)C2C3=C(CCCC3=O)OC3=C2C(=O)CCC3)cc1 (stereo unspecified)	-9	-20	-0.4	4	-4	4	1	-7	-1	-7	3
Cc1nnsc1SCCNC(=O)c1c(F)cccc1F	-10	-9	-2.1	-5	-4	11	-11	6	13	-8	-5
COc1ccc(NC(=O)Cn2nc(C)c3ccccc3c2=O)cc1	2	-28	-0.6	1	-5	-1	-25	1	5	-8	8
COCCNc1nc(NCCCN(C)C)c2sccc2n1	-22	-8	-0.3	-1	3	-2	5	/	-7	/	3
CCNCCNC(=O)c1c(O)c2cccc3c2n(c1=O)CCC3	-26	-16	2.0	1	-10	-4	-2	1	-3	-57	-5
CC1=C(C(=O)OCCOC(C)C)C(c2cc3c(cc2Br)OCO3)C2=C(CCCC2=O)N1 (stereo unspecified)	-5	4	1.8	-4	6	-10	-8	0	2	-7	10
COc1ccc(NS(=O)(=O)c2c(F)cccc2F)cc1S(=O)(=O)N1CCOCC1	-6	1	-0.3	3	16	-15	14	-6	-2	-5	0
Cc1cc(C)cc(NC(=O)N2CCN(S(C)(=O)=O)CC2)c1	-15	-37	-1.2	-3	8	4	-37	2	-3	-7	17
CC(C)CCn1c(N)c(S(=O)(=O)c2cccs2)c2nc3ccccc3nc21	9	3	-0.8	-9	6	-13	15	1	3	-19	14
CSc1nc2ccc(NS(=O)(=O)c3cccc(Cl)c3Cl)cc2s1	-13	-6	-0.7	-3	1	-12	-1	3	9	6	-1
O=C(CCc1ccccc1)Nc1cccc(-c2nnc(-c3ccco3)o2)c1	-9	-24	7.2	2	-38	1	-31	-1	-3	-8	6
COc1ccccc1Nc1cc(C(=O)NC2CCCC2)c2ccccc2n1	-7	-14	-1.1	-1	-8	-13	24	-13	-5	4	0

Compound activity deposited in PubChem BioAssay by several laboratories.

A portion of the library; rates above refer to the full screens.
